Source: PubChem
hcGAS inh = blocks human cGAS activity; hit rate 0.081% among 290,000; recombinant h-cGAS, ATP depletion, Kinase-Glo luminescence; Q8N884; inhibition, % at 12.5 µM; AID 1259398;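 also: 0% = vehicle reaction and 100% = reaction without DNA for no activity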
Target sequence (Q8N884 whole entry, looked up): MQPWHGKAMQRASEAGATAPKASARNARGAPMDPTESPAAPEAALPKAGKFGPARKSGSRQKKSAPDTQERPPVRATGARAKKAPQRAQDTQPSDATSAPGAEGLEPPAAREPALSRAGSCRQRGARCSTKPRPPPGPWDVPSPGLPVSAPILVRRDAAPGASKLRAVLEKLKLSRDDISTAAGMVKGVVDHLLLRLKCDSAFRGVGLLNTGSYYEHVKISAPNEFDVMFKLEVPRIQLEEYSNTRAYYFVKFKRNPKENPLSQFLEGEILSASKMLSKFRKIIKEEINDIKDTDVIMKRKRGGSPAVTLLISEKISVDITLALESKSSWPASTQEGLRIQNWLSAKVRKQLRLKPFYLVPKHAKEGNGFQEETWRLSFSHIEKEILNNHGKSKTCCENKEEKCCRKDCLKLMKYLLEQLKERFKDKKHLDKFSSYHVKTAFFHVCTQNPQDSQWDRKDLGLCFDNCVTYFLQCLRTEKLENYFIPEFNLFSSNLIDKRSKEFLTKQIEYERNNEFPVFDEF
NPYLR7 agonist = mosquito NPYLR7 agonism | HEK293T NPYLR7/Galpha15, GCaMP6s calcium fluorescence | activation, % at 10 µM | hit rate 0.15% among 270,000; in the data active = activation above about 40%;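 also: 0% = vehicle and 100% = reference agonist at the receptor; some compounds past the cut are filed as inactive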
mcGAS lum = mouse cGAS inhibition by luminescence | inhibition, % at 12.5 µM | recombinant cGAS, Kinase-Glo ATP depletion luminescence | AID 1259399 | hit rate 0.15% among 160,000;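 also: 0% = negative control wells and 100% = reference inhibitor with no enzyme activity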
The depositor's hits bear a star; / = not tested or not shown; & = joins results of further samples. Rule as the data show it, unless noted: active = inhibition above about 40%; inactive = the rest.

Start of the listing, in advance (2 entries):
Each structure is followed by: NPYLR7 agonist	hcGAS inh	mcGAS lum
CCN1C(=O)CC2(C1=O)C(=O)N(C)c1ccc(OC)cc12 (configuration not stated)
    7.6	-7.7	-3.8
COc1ccccc1CC(=O)Nc1cnn(CC(=O)N2CCC(c3cccc(OC)c3OC)C2)c1 (configuration not stated)
    -7.2	-3.0	-3.0

The listing, previewed entries included:
Each structure is followed by: NPYLR7 agonist	hcGAS inh	mcGAS lum
CCN1C(=O)CC2(C1=O)C(=O)N(C)c1ccc(OC)cc12 (configuration not stated)
    7.6	-7.7	-3.8
COc1ccccc1CC(=O)Nc1cnn(CC(=O)N2CCC(c3cccc(OC)c3OC)C2)c1 (configuration not stated)
    -7.2	-3.0	-3.0
CC1Cn2c(nc3c2c(=O)[nH]c(=O)n3C)O1 (configuration not stated)
    3.5	1.2	-5.2
CN(C)Cc1nnc(C2CCCN(C3CSCCSC3)C2)n1C (configuration not stated)
    /	-9.7	-5.4
Cc1csc(SCCn2c(=O)oc3ccccc32)n1
    18.6	-8.4	-16.0
COc1cc(CN2CCn3nc(C(=O)NCc4ccco4)cc3C2=O)cc(OC)c1
    19.4	-3.5	-5.3
CCCCCCn1c(N2CCNCC2)nc2c1c(=O)[nH]c(=O)n2C
    -0.5	-5.2	-6.7
COc1ccc(OC)c(C(C)n2ccnc2C(C)C)c1 (configuration not stated)
    0.7	-1.7	/
CSC1(c2ccc(C)cc2)CC(C)=C(C)CS1=O (configuration not stated)
    8.4	-7.3	/
CCOC(=O)c1cc(-c2ccc(OC)cc2)n(C2CCN(C(=O)c3cccc(OC)c3)CC2)n1
    29.4	-3.3	-4.2
O=C1N(Cc2ccc(F)c(F)c2)CCCC1(O)CNC1Cc2ccccc2C1 (configuration not stated)
    7.2	-5.9	/
C=CCn1c(=O)n(CC=C)c2cc3n[nH]nc3cc21
    18.3	-5.2	/
CCOC(=O)C1CCCN(C(=O)CSc2nc(Cl)cc(N3CCN(C(=O)c4ccc(C(C)(C)C)cc4)C(C)C3)n2)C1 (configuration not stated)
    18.5	-8.6	-4.4
O=C(NCCN1CCN(c2nc(Cc3ccc(F)cc3)ns2)CC1)Nc1ccc(Cl)cc1Cl
    -3.4	2.1	-0.8
Cc1noc(C)c1S(=O)(=O)NC(C)(C)CC(C)(C)C
    1.9	-2.9	-6.0
Cc1[nH]cnc1-c1nccn1CCN1CCOC1=O
    26.1	-3.9	-18.3
C/C=C\Cn1c(C(=O)N2CCN(C/C=C/c3ccccc3)CC2)cc2ccsc21
    1.3	-4.6	-4.6
CCCCN(Cc1cccn1Cc1cccc(C(F)(F)F)c1)C(=O)CN(CC)C(=O)C(CC)c1ccccc1 (configuration not stated)
    -1.8	3.2	0.1
Cn1c(-c2cccc(F)c2)nc2cnc(-c3ccc(N)nc3)cc21
    15.0	-0.8	-7.1
O=C(CCN1CCCCCC1=O)NC1CCCN(CC2CCCCC2)C1 (configuration not stated)
    -0.2	-2.7	/
CCN(CC)C(=O)CSc1c(COC)cnc2c1c(=O)n(C)c(=O)n2C
    8.4	-9.3	-9.1
CC(=O)Nc1ccc(NC(=O)Cn2nc(-c3ccco3)c3sc(C)nc3c2=O)cc1
    3.2	2.4	-7.8
CC(C)Nc1ncc(C(=O)N(Cc2ccco2)C(C)C(C)C)cn1 (configuration not stated)
    2.7	-7.6	/
CC(NC(=O)Nc1ccc2c(c1)OCO2)C1CC2CCC1C2 (configuration not stated)
    6.6	-8.4	-5.7
Cn1c(N2CCC(C)(CCc3ccccc3)C2)nc2c1c(=O)[nH]c(=O)n2C (configuration not stated)
    1.1	-4.6	/
Cc1ccc(OCC(=O)C2CCCCC2)c(S(=O)(=O)N(C)C)c1
    1.5	-7.8	-5.7
CCc1nc(C)c(C(=O)Nc2cccc(C(F)(F)F)n2)s1
    1.8	-5.5	/
CC(C)(O)C#Cc1cccc(C(=O)N2CC(c3ccncc3)C2)c1
    -3.6	-4.8	/
Cc1ccc(Cl)cc1-n1c(SCc2ccc(Cl)cc2Cl)nnc1-c1cccnc1
    /	-7.3	-10.9
CCCN(CCC)C(=O)C1CC(=O)N(c2ccc(C)c(Cl)c2)C1 (configuration not stated)
    /	0.0	-1.2
Cc1ccnc(CC(C)N(C)C(=O)c2ccc3nccn3c2)c1 (configuration not stated)
    19.1	-4.7	-16.5
O=C(Nc1cccc(-c2nc3ncccc3o2)c1)c1ccc(Cl)c(Cl)c1
    24.4	-2.0	-8.2
Cc1cccc(CN2CCN(Cc3cnc(-c4cccs4)nc3)CC2)c1
    13.4	-3.7	/
Cc1cc(C)n(-c2ccc(C(=O)NCCC(c3ccccc3)c3ccccc3)cc2)n1
    -5.1	-3.9	-5.1
CCOCCCNC(=O)c1cc(NC(=O)c2cccc(Cl)c2)ccc1N1CCN(c2ccccc2OC)CC1
    11.6	-1.9	-4.4
O=[N+]([O-])c1ccc(S(=O)(=O)Nc2ccc3cn[nH]c3c2)cc1
    12.0	5.1	2.3
COc1ccc(NC(=O)CSc2ccc(-c3sc(-c4cccs4)nc3C)nn2)c(OC)c1
    6.9	-3.2	-7.2
O=S(=O)(Oc1cc(Cl)ccc1-c1nc2ncccc2o1)c1ccc(F)cc1
    -4.8	-5.7	-6.6
CN1CCN(c2cc(C(C)(C)C)nc(SCc3ccc(C(=O)NCCc4ccccn4)cc3)n2)CC1
    10.3	-3.2	-4.0
Cc1cc2c(cc1F)C(=O)NC1(CCN(C(=O)C3CC3)CC1)N2
    10.7	-5.0	/
CCCOc1nn(CCC)cc1C(=O)N1CCC(C)CC1
    -7.5	0.5	-0.3
Cn1ccnc1C(=O)C1CCCN(Cc2nc(-c3ccc4c(c3)OCO4)no2)C1 (configuration not stated)
    4.6&-2.1	-6.7&-3.7	-4.3
CCc1[nH]n(-c2ccc(F)cc2)c(=O)c1C1=C([n+]2ccc(C)c(C)c2)C(=O)N(C2CCCCC2)C1=O
    6.6	-4.4	-7.9
CCCCN(CC(=O)N(Cc1cccn1C)CC(C)C)C(=O)c1cccc(Br)c1
    0.5	-2.8	-5.4
CCN(CC)CCNc1nc(Nc2ccc(C)cc2)c2cnn(-c3ccccc3)c2n1
    -0.3	-1.9	-7.0
NCCCNCCSP(=O)(O)O
    7.2	-3.9	-3.7
Cc1ccc(C(CC(=O)NCc2cccnc2)c2c[nH]c3ccccc23)c(C)c1 (configuration not stated)
    19.3	-4.3	-3.5
FC(F)(F)c1ccc(C#CCN2CCOC3CCCCC32)cc1 (configuration not stated)
    2.6	-9.3	-17.3
C=CCc1cc(CN2C[C@H](N)C[C@H]2C(=O)NC)ccc1OC
    10.5	3.6	/
COC(=O)c1ccc(N2C(=O)C3CC(Br)C(Br)CC3C2=O)cc1 (configuration not stated)
    0.1	-4.1	-5.3
CCCCSc1nnc2c(n1)OC(c1ccccc1[N+](=O)[O-])Nc1ccccc1-2 (configuration not stated)
    -9.0	21.9	8.3
CCOC(=O)c1sc(C(=O)O)c2c1OCCO2
    -1.1	-8.8	/
OCC1(O)CCN(c2cccc(C(F)(F)F)n2)CC1
    -1.8	-2.7	/
COc1ccc(OC)c2c1CC(CCl)CC2=O (configuration not stated)
    -1.8	8.2	/
CCCc1cc(=O)n(CC(=O)Nc2cccc(F)c2)c(-n2nc(C)cc2C)n1
    -0.1	2.4	0.4
CCc1nc2ccc(C(=O)N3CCN(C)CC3)cn2c1N(CC)Cc1ccc(OC)c(OC)c1
    2.0	0.4	-2.7
CCCCN(C)S(=O)(=O)c1ccc2c(c1)nc(SCc1c(C)noc1C)n2C1CCCC1
    8.3	-7.0	-3.8
CCCc1[nH]n(C)c(=O)c1C1=C(N2CCC(C)CC2)C(=O)N(c2ccc(OC)c(OC)c2)C1=O
    16.9	-6.1	-3.2
CC1(C)[C@@]2(C(=O)NCCc3nc4ccccc4[nH]3)CC[C@]1(C)[C@@H](O)C2
    12.5	-4.8	/
Cc1cccc(COC(=O)c2c(C)nsc2N)c1
    5.2	-5.9	/

Continuation:
Each structure is followed by: NPYLR7 agonist	hcGAS inh	mcGAS lum
Cc1ccc(-c2nn(CCC(=O)O)cc2CCC(=O)O)cc1
    3.0	0.1	/
N#Cc1ccc(COC(CN2CCN(C(=O)c3cccnc3Cl)CC2)c2cccc(N3CCCC3)c2)cc1 (configuration not stated)
    6.8	-10.0	-5.9
OC(c1cn2cc(-c3ccccc3)nc2s1)(C(F)(F)F)C(F)(F)F
    0.2	-7.9	/
COc1cc(S(=O)(=O)N2CCN(c3ccc(C)c(Cl)c3)CC2)ccc1Cl
    1.6	-4.1	/
CSc1ncccc1C(=O)N(Cc1ccccc1)[C@H]1C[C@H]2CCOC[C@@]2(c2ccccc2)C1
    7.9	-9.6	-4.1
COC(=O)CN(C#N)c1nc(SC)nc(N(C)C)n1
    9.5	5.5	-2.2
Cc1nc(C(C)N(C)C(=O)c2cn(C3CCCCCC3)nn2)c(C)s1 (configuration not stated)
    37.6	-8.9	/
Cc1nn(-c2ccc(F)cc2)c(Oc2ccccc2F)c1CN(CC(O)c1ccccc1)C(C)C (configuration not stated)
    -0.9	-7.9	-4.8
CCCCC(C)n1[nH]c(=O)cc1N (configuration not stated)
    -2.4	-1.4	/
O=S(=O)(c1ccccc1)N1CCC2(CC1)OCCO2
    3.0	0.6	/
CCCCc1nc(-c2nccn2CCc2cnc[nH]2)c(Cl)[nH]1
    -1.8	-4.7	/
CCCN(Cn1nc(-c2ccccc2Cl)oc1=S)C1CCS(=O)(=O)C1 (configuration not stated)
    -1.6	2.1	0.7
Cc1ccnc(NC(=O)c2cccc(S(=O)(=O)NC(C)(C)C)c2)c1
    11.5	-9.1	-8.1
CC(C)C1CN(C(=O)Cc2ccccc2)CCC(=O)N1Cc1ccc(F)cc1 (configuration not stated)
    /	-5.8	-13.2
Cc1ccn2c(=O)nc(SCc3ccccc3)nc2c1
    1.3	-8.5	-9.0
CC(C)Oc1nc(-c2ccc(C(F)(F)F)cc2)n(-c2ccc(NC(=O)COCc3ccccc3)cc2)n1
    /	-0.6	-7.0
Cc1cc(OCC(=O)NC(C)c2ccc(S(N)(=O)=O)cc2)ccc1C(C)C (configuration not stated)
    11.4	-5.0	/
CCOCCC(=O)Nc1nnnn1-c1ccccc1
    11.2	-7.3	/
Cc1nnsc1C(=O)NCCn1nc(-c2ccccc2)n(C)c1=O
    5.6	-1.0	/
CC(Oc1ccc(C(=O)/C=C/c2cn(Cc3ccccc3)nc2-c2cccnc2)cc1)C(=O)O (configuration not stated)
    -0.5	1.5	/
COCCN(Cc1nc2sc3c(c2c(=O)[nH]1)CCCC3)CC(O)COCc1ccco1 (configuration not stated)
    4.5	-10.3	-6.2
COc1cccc(NC(=O)C2(C)CCN(C)C2)c1OC (configuration not stated)
    3.0	-3.9	/
COc1c(C)cnc(Cn2cc(Cl)c(=O)[nH]c2=O)c1C
    5.9	-7.1	/
CCc1nc2ccc(C(=O)NCCN3CCOCC3)cn2c1N(C)C(=O)c1ccncc1
    21.3	-5.9	-1.7
COc1ccc(NC(=O)N2CCN(CC(OCc3cccc(OC)c3)c3ccc(Cl)cc3)CC2)cc1 (configuration not stated)
    /	-11.7	-8.8
Cc1ccccc1[C@H]1[C@@H](C(=O)NC(CO)CO)C[C@@](C)(C(=O)O)N1C
    1.1	-1.5	/
O=C(c1cccs1)N(CCN1CCCCC1)Cc1csc(COc2cc(Cl)ccc2Cl)n1
    /	0.5	-5.7
CC(C)n1cc(C(=O)NCC2CCCCC2)c(=O)c(C(=O)N(C)Cc2cccs2)c1
    15.8	-5.5	-11.2
Cc1nc2ncc3c(=O)n(-c4cccc(C(F)(F)F)c4)ccc3n2n1
    -0.1	0.3	/
O=c1c(-c2ccc3c(c2)OCCO3)c(C(F)(F)F)oc2cc(O)ccc12
    4.9	-10.1	-2.3
Cc1cc(C)c(-c2cc(C(=O)N3CCCC(C(=O)O)C3)no2)c(C)c1 (configuration not stated)
    28.5	-6.1	/
Cc1ccccc1C(=O)NC(C(=O)N1CCCC1)C1CCN(C(=O)c2cccc(F)c2)CC1 (configuration not stated)
    -0.3	1.8	-0.6
O=C(O)C1CSCN1C(=O)C1CC(O)CN1S(=O)(=O)c1ccc(F)cc1 (configuration not stated)
    9.3	-5.4	/
Cc1cc(C)n(CC(=O)NCC(=O)Nc2ccc(Br)cc2C)n1
    2.9	-4.8	/
COc1ccc(Cn2c(=O)c3oc4ccccc4c3n(CC(=O)Nc3ccc(C)cc3C)c2=O)cc1
    -10.8	-2.5	-6.3
Cc1noc(C)c1C(=O)N1CCN(C(c2ccccc2)c2ccc(Br)cc2)CC1 (configuration not stated)
    -2.6	-6.1	-3.8
CCOC(=O)C1CCCN(C(=O)c2csc(CSc3nnc(-c4ccco4)n3-c3ccc(Cl)cc3Cl)n2)C1 (configuration not stated)
    -5.4	-0.2	-2.1

Reformatted: 5 of the compounds above
canonical_smiles | NPYLR7 agonist | hcGAS inh | mcGAS lum
Cc1cc(C)c(-c2cc(C(=O)N3CCCC(C(=O)O)C3)no2)c(C)c1 (configuration not stated) | 28.5 | -6.1 | /
Cc1ccccc1C(=O)NC(C(=O)N1CCCC1)C1CCN(C(=O)c2cccc(F)c2)CC1 (configuration not stated) | -0.3 | 1.8 | -0.6
O=C(O)C1CSCN1C(=O)C1CC(O)CN1S(=O)(=O)c1ccc(F)cc1 (configuration not stated) | 9.3 | -5.4 | /
Cc1cc(C)n(CC(=O)NCC(=O)Nc2ccc(Br)cc2C)n1 | 2.9 | -4.8 | /
COc1ccc(Cn2c(=O)c3oc4ccccc4c3n(CC(=O)Nc3ccc(C)cc3C)c2=O)cc1 | -10.8 | -2.5 | -6.3
